# CHRM5 PAM – human M5 muscarinic receptor positive allosteric modulators, primary screen, CHO-K1 cells, Fluo-8 calcium fluorescence | Muscarinic acetylcholine receptor M5 (Homo sapiens), P08912 | CHO-K1 hM5, ACh EC20 PAM; 0% = ACh EC20, 100% = ACh EC100 | 360,000 compounds, 0.3% hits | activation, % at 3 µM;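 active means activation above the run cutoff, the mean activation of all test compounds plus 3 SD, cut at about 18% in these data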
#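 system = human M5 receptor in CHO-K1 cells | reagent = EC20 acetylcholine as agonist stimulus | compound dosing = single-point, 3 µM nominal | incubation = Fluo-8 loading 80 min at 37 °C plus 30 min room temperature | detection = Fluo-8 calcium dye fluorescence, kinetic read | benchmarks = low control EC20 acetylcholine (0%), high control EC100 acetylcholine (100%)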
# M4 PAM – human M4 muscarinic receptor positive allosteric modulators, primary screen, CHO-K1 cells, Fluo-8 calcium fluorescence; activation, % at 3 µM; AID 624126, 2012; 360,000 compounds, 0.4% hits; Muscarinic acetylcholine receptor M4 (Homo sapiens), P08173; CHO-K1 hM4/Gqi5, ACh EC20; 0% = ACh EC20, 100% = maximal ACh;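 active means activation above its plate's cutoff, the mean activation of sample wells plus 3 SD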; further: some results filed as inactive read as strong as hits
# Target sequence (P08173 whole entry, looked up): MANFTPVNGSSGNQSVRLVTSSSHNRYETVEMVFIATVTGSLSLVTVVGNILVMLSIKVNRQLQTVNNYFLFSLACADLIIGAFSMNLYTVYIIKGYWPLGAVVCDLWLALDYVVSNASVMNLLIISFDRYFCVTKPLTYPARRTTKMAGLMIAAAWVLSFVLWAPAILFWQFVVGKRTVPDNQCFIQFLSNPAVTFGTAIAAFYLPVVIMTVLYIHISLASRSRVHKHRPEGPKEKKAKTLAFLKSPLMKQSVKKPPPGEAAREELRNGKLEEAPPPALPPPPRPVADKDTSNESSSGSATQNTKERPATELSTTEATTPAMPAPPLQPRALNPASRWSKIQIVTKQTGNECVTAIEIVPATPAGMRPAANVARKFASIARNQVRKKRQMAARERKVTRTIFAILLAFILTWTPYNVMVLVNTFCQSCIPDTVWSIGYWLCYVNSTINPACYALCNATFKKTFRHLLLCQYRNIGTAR
# M5 ag – human M5 muscarinic receptor agonists, primary screen, CHO-K1 cells, Fluo-8 calcium fluorescence; 360,000 compounds, 0.19% hits; CHO-K1 hM5 cells; 0% DMSO wells, 100% maximal acetylcholine response; activation, % at 3 µM;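 active means activation above the run's mean over test compounds plus 3 SD, cut at about 23% in these data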;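 further: signal is peak over basal fluorescence ratio across the kinetic read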
# CHO-K1 Ca PAM – nonselective calcium activators in parental CHO-K1 cells, primary screen, counter-screen for M1 PAM project, cell-based, Fluo-8 calcium fluorescence, full deck, 1536-well; activation, % at 3 µM; 360,000 compounds, 0.02% hits; ATP EC20; 0% at ATP EC20, 100% at ATP max;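 active means activation above the run cutoff, the mean activation of all test compounds plus 3 SD, cut at about 40% in these data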;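 further: peak over basal fluorescence ratio in a 140 s read after ATP addition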
# CRFR2-BP ag – agonists of CRF-BP/CRF-R2 complex, primary screen, cell-based, HEK293, calcium dye fluorescence, uHTS. calcium dye fluorescence (FLIPR); percent of saturating CRF peptide response. CRF-binding protein / CRF receptor 2 complex (human). activation, % at 13.2 µM. 350,000 compounds, 0.46% hits;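 active means activation of at least 50%, plus an integration ratio under a set limit after plate pattern correction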;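 further: plate controls were neutral control wells without compound for no effect and CRF at EC100 for full effect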
# CHRM5 antagonist – human M5 muscarinic receptor antagonists, primary screen, CHO cells, Fluo-8 calcium fluorescence; inhibition, % at 3 µM; 360,000 compounds, 0.59% hits; CHO-hM5 cells, ACh EC80; AID 624040, 2012; Muscarinic acetylcholine receptor M5 (Homo sapiens), P08912;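 active means inhibition above a per-plate cutoff, the mean of that plate's test compounds plus 3 SD, cut at about 27% in these data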;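 further: 0% = acetylcholine EC80 with DMSO and 100% = DMSO without agonist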
# CRFR2-BP antag – antagonists of CRF-BP/CRF-R2 complex, primary screen, cell-based, HEK293, calcium dye fluorescence, uHTS; CRF-induced calcium fluorescence; inhibition, % at 11.8 µM; 350,000 compounds, 0.59% hits; AID 588475, 2011;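 active means inhibition of the ligand-induced calcium signal above about 50% at the single tested concentration, limit read from the data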
# TAAR1 ag – human TAAR1 agonists, primary screen, Fluo-8 calcium fluorescence, CHO RD-HGA16 cells. vehicle wells 0%, saturating PEA agonist 100%. activation, % at 3 µM. 360,000 compounds, 0.99% hits;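 active means activation above the mean activation of all test compounds in the run plus 3 SD, cut at about 38% in these data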
# Target sequence (Q96RJ0 whole entry, looked up): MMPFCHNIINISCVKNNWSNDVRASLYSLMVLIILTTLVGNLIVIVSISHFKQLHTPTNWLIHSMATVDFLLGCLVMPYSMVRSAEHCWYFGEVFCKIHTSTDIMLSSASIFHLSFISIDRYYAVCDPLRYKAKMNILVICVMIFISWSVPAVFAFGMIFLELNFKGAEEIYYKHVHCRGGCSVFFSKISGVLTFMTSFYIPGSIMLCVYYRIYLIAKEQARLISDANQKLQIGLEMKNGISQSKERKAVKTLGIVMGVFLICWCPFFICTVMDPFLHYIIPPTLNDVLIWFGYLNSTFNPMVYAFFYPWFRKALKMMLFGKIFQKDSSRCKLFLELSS
#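 Test system: RD-HGA16 (CHO) cells co-expressing Gα16 and hTAAR1; dosing: one-point dosing at 3 µM (nominal); timing: 17-24 h seeding, 75 min 37 °C dye, 30 min RT; signal: kinetic Fluo-8 calcium fluorescence; read-out basis: % activation relative to PEA EC100 response; controls: DMSO and PEA EC100; replicates: n 1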
# TAAR1 antagonist – human TAAR1 antagonists, primary screen, Fluo-8 calcium fluorescence, CHO RD-HGA16 cells | Trace amine-associated receptor 1 (Homo sapiens), Q96RJ0 | antagonist | inhibition, % at 3 µM | 360,000 compounds, 1.5% hits | AID 624466, 2012;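 active means inhibition above a per-plate cutoff, the mean inhibition of test compounds on that plate plus 3 SD, cut at about 49% in these data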;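 further: 0% = DMSO plus EC80 beta-PEA response and 100% = DMSO alone without agonist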
#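 Test system: RD-HGA16 CHO cells with stable hTAAR1 and Gα16 / Probe or stimulus: EC80 β-phenethylamine stimulus / Times: seeding 17-24 h prior, 75-min 37 °C, 30-min RT dye loading / Detection: Fluo-8 calcium-sensitive fluorescence / Read-out basis: % inhibition scaled between DMSO and EC80 PEA controls / Repeats: singlicate, one well per test compound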
# * hit, by the source's call; . = no result given. Random draw from the library; any-hit rate near 4.2%.
1) Cc1ccc(S(=O)(=O)N(C)CC(=O)NNC(=O)CCS(=O)(=O)c2ccccc2)cc1
2) Cc1ccc(SCC(=O)OCC(=O)NC(C)c2ccc(F)cc2)cc1 (stereo not drawn)
3) COc1ccc(C(=O)Nc2ccc(N3CCCC3)cc2)cc1
4) CC1=CC2=NC(=O)/C(=C\c3cn(C)c4ccccc34)C(=N)N2O1
5) CNC(=O)C[C@@H]1C(=O)N(Cc2ccccc2)CC1(C)C
6) O=[N+]([O-])c1ccc(N/N=C/c2ccc[nH]2)cc1
7) COc1ccc(C2=Nn3c(nnc3-c3cc(C)[nH]n3)SC2)cc1
8) Cc1ccccc1C(=O)NNC(=O)Cc1ccccc1
9) CCOC(=O)CCCNC(=O)COC(=O)c1cc2ccccc2cc1O
10) CCc1nc2ccc(C(=O)NCCCn3ccnc3)cn2c1N(C)CCCc1ccccc1
entry no.,1,2,3,4,5,6,7,8,9,10
CRFR2-BP antag,3,4,-7,-7,-12,-26,10,21,9,.
TAAR1 ag,2,1,0,3,4,9,-1,3,6,3
CHRM5 PAM,-9,-15,9,10,1,-6,-1,-2,7,-15
M4 PAM,6,3,-6,13,1,-10,-3,10,13,-10
M5 ag,1,-1,-3,-4,1,0,-1,2,3,-3
CRFR2-BP ag,-0.1,0.1,3.9,-0.5,0.8,-0.1,-1.5,8.1,-0.1,.
TAAR1 antagonist,-4,3,-9,4,-25,27,-20,-27,5,-6
CHRM5 antagonist,5,19,-6,-8,6,4,6,-7,-4,10
CHO-K1 Ca PAM,-5,-17,23,23,-7,-12,-10,4,-7,15

# 6 entries picked at random from the list so far:
7) COc1ccc(C2=Nn3c(nnc3-c3cc(C)[nH]n3)SC2)cc1
2) Cc1ccc(SCC(=O)OCC(=O)NC(C)c2ccc(F)cc2)cc1 (stereo not drawn)
5) CNC(=O)C[C@@H]1C(=O)N(Cc2ccccc2)CC1(C)C
10) CCc1nc2ccc(C(=O)NCCCn3ccnc3)cn2c1N(C)CCCc1ccccc1
8) Cc1ccccc1C(=O)NNC(=O)Cc1ccccc1
6) O=[N+]([O-])c1ccc(N/N=C/c2ccc[nH]2)cc1
entry no.,7,2,5,10,8,6
CRFR2-BP antag,10,4,-12,.,21,-26
TAAR1 ag,-1,1,4,3,3,9
CHRM5 PAM,-1,-15,1,-15,-2,-6
M4 PAM,-3,3,1,-10,10,-10
M5 ag,-1,-1,1,-3,2,0
CRFR2-BP ag,-1.5,0.1,0.8,.,8.1,-0.1
TAAR1 antagonist,-20,3,-25,-6,-27,27
CHRM5 antagonist,6,19,6,10,-7,4
CHO-K1 Ca PAM,-10,-17,-7,15,4,-12

# Continuation:
11) C[C@H]1COC(=O)[C@H](CC(=O)OC(C)(C)C)C/C=C\C[C@@H](CC(=O)NCCO)C(=O)N1
12) CCn1cc(/C=C(\NC(=O)c2cc(OC)c(OC)c(OC)c2)C(=O)NCCCN2CCOCC2)c2ccccc21
13) COc1ccc(/C=N/N=C2/NC(=O)CC(C(=O)O)S2)cc1 (stereo not drawn)
14) CCn1c2ccccc2c2cc(NC(=O)c3cc(C)on3)ccc21
15) CCN1CCSc2ccc(C(=O)Nc3ccc(NC(C)=O)cc3)cc21
16) CC(=O)Nc1nnc(SCC(=O)NC(C)(C)C)s1
17) CC(=O)Nc1ccc(NC(=O)CSc2nnc(CNc3ccc(F)cc3)n2CC2CCCO2)cc1 (stereo not drawn)
18) CC(=O)N1N=C(c2ccco2)CC1c1cc2cc(C)ccc2nc1Cl (stereo not drawn)
19) Cc1cnc([N+](=O)[O-])n1CCOC(=O)NC(=O)c1cccc(F)c1
20) Cc1ccc(N2CCN(S(=O)(=O)c3ccc(C)cc3)CC2)cc1
entry no.,11,12,13,14,15,16,17,18,19,20
CRFR2-BP antag,-1,0,2,0,13,-8,-3,1,-2,5
TAAR1 ag,3,-1,0,6,5,-2,8,1,9,3
CHRM5 PAM,6,4,4,9,-7,1,-7,6,9,4
M4 PAM,11,8,-3,-11,-1,1,-4,-3,14,5
M5 ag,-2,-5,-1,-12,-3,2,-5,4,-2,3
CRFR2-BP ag,3.0,-0.6,0.0,-4.1,-0.3,0.7,3.0,-0.9,0.3,-1.7
TAAR1 antagonist,20,-8,5,-32,-1,-8,12,-2,-9,-6
CHRM5 antagonist,9,-4,-4,0,10,-6,3,5,15,0
CHO-K1 Ca PAM,6,0,21,-14,8,19,11,-25,8,-15

# Reprinted from the part before: 2 compounds, followed by the next part.
19) Cc1cnc([N+](=O)[O-])n1CCOC(=O)NC(=O)c1cccc(F)c1
20) Cc1ccc(N2CCN(S(=O)(=O)c3ccc(C)cc3)CC2)cc1
21) CCN(C(=O)c1ccc(S(=O)(=O)N2CCC(C)CC2)cc1)C1CCS(=O)(=O)C1 (stereo not drawn)
22) O=C(NCc1ccccc1CN1CCOCC1)c1ccc(-n2cccn2)cc1
23) Nn1c(SCC(=O)NC(=O)NC2CCCC2)nnc1-c1ccccc1F
24) CC(=O)NC1=C(N(C)C2CCS(=O)(=O)C2)C(=O)c2ccccc2C1=O (stereo not drawn)
25) O=C(O)c1cccc(-n2cccc2/C=C2\NC(=O)N(Cc3ccc(F)cc3)C2=O)c1
26) CN(CCc1ccccc1)C(=O)c1ccc(NC(=O)Cc2ccc(NC(=O)C3CCN(S(=O)(=O)c4cccc([N+](=O)[O-])c4)CC3)cc2)cc1
27) Cc1ccc(CSc2nncn2-c2ccccn2)cc1
28) CC(=O)n1cc(N(C(=O)CCl)c2ccc(C)cc2)c2ccccc21
29) O=C(NCC(c1cccs1)N1CCOCC1)c1ccc(Cl)s1 (stereo not drawn)
30) COc1ccccc1/C=C/CN1CCC(Oc2cc(C(=O)NC3CC3)ccc2OC)CC1
entry no.,19,20,21,22,23,24,25,26,27,28,29,30
CRFR2-BP antag,-2,5,5,-17,5,26,-1,4,19,-4,9,-8
TAAR1 ag,9,3,-1,3,14,1,0,28,7,3,5,1
CHRM5 PAM,9,4,-1,0,-3,0,-11,-2,8,-2,-5,-8
M4 PAM,14,5,2,6,-4,1,-5,-3,3,1,3,-9
M5 ag,-2,3,-3,3,3,1,-5,1,-3,0,0,-12
CRFR2-BP ag,0.3,-1.7,-2.2,-1.2,-4.1,2.6,-1.1,6.3,1.6,-0.2,-0.6,-1.7
TAAR1 antagonist,-9,-6,-2,11,-6,-4,7,-10,3,-17,-8,-6
CHRM5 antagonist,15,0,-4,3,5,-1,19,1,-1,11,-1,16
CHO-K1 Ca PAM,8,-15,-9,10,-5,14,-14,-14,14,-8,6,30

31) CCN1C(=O)N(CN2CCOCC2)C2C1N(CN1CCOCC1)C(=O)N2CC (stereo not drawn)
32) CSCCC1NC2(C(=O)Nc3ccc(Cl)cc32)[C@@H]2C(=O)N(C3CCCC3)C(=O)[C@H]12 (stereo partly drawn)
33) CN(C)c1nc(N(C)C)nc(N(C#N)CCOc2ccccc2)n1
34) O=C(O)c1ccc(/C=N/NC(=S)NC2CCCCC2)cc1
35) Cc1ccc2[nH]c3c(=O)n(CC(=O)NCCc4ccc(Cl)cc4)ncc3c2c1
36) O=S(=O)(c1cccc(-c2nnc3n2CCCCC3)c1)N1CCCC1
37) COc1ccccc1C(=O)Nc1ccc(C(=O)Nc2ccccc2C(=O)O)cc1
38) O=C(O)C1CCN(c2nc(-c3ccccc3)nc3c2oc2ccccc23)CC1
39) O=C(CCc1nc(-c2ccccc2)no1)Nc1cc(C(F)(F)F)ccc1Cl
40) CC(=O)N1CC=C2C(C#N)=C(N)C(C#N)(C#N)[C@H](c3ccoc3)[C@H]2C1
41) CCOC(=O)C(c1ccccc1)C(Nc1cc(C(F)(F)F)cc(C(F)(F)F)c1)c1ccccn1 (stereo not drawn)
42) COc1ccc(-c2noc(N3CCCC(C(=O)Nc4ccccc4F)C3)n2)cc1 (stereo not drawn)
43) CC(=O)Nc1cc(-c2ccc(C(=O)N3CCOCC3)cc2)cn2c(-c3ccc(F)c(Cl)c3)cnc12
entry no.,31,32,33,34,35,36,37,38,39,40,41,42,43
CRFR2-BP antag,14,-16,6,25,9,5,-6,-20,-12,-7,-14,27,.
TAAR1 ag,7,4,9,1,5,2,2,0,6,15,1,-2,4
CHRM5 PAM,7,.,-8,4,6,4,3,-3,3,-5,5,6,-1
M4 PAM,16,.,-9,-4,2,4,8,10,-5,11,-6,12,1
M5 ag,-2,.,-1,0,-1,-4,2,-3,2,0,3,-1,-3
CRFR2-BP ag,2.9,1.6,1.3,5.3,-1.0,1.3,0.5,-2.7,0.0,11,3.5,-1.4,.
TAAR1 antagonist,-4,3,23,7,-24,-4,-57,-33,37,10,-11,-10,-37
CHRM5 antagonist,4,.,8,3,-6,7,-7,5,-10,4,0,-3,7
CHO-K1 Ca PAM,13,.,-4,-2,7,-11,-8,14,11,5,19,15,8

# Bioassay records deposited in PubChem BioAssay by several laboratories.
